# High-throughput results as filed in PubChem BioAssay.
# Shiga inhibitor: blocks Shiga toxin action in Vero cells; Vero cells, Shiga toxin protein synthesis inhibition reporter; inhibition, % at 38.7 µM; 290,000 tested, 9.2% active; AID 2315; in the data active = inhibition mostly above about 28%, no sharp cut-off; inactive = mostly below about 43%; note: 0% is about no effect
# FBPA Giardia inh: Giardia lamblia aldolase inhibition. A8B2U2. purified Giardia FBPA. Potency, µM (top dose mostly 59.6 µM), for the others: at the highest dose activity, negative = inhibition, actives largely listed as inhibitors. 290,000 tested, 0.71% active. AID 2451; note: potency is the fitted concentration of half-maximal effect; % is set by controls: 0 for no effect and ±100 for the full control effect; nearly all actives have a fitted effect of over 55% in size
# Target sequence (A8B2U2 whole entry, looked up): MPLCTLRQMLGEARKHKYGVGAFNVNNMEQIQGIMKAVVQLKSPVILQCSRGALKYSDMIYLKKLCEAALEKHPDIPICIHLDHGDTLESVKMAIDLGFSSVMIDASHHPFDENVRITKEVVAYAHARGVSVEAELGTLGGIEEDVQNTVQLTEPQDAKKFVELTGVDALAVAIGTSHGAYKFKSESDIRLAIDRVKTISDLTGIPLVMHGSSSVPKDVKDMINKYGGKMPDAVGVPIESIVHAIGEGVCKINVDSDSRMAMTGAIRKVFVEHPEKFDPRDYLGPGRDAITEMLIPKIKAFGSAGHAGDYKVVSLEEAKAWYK
#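 Giardia FBPA (40 nM reagent) was preincubated 10 min at RT with compound (up to 57.5 uM final), then substrate plus GAPDH/TPI/NAD/arsenate coupling system with diaphorase/resazurin was added; resorufin fluorescence (525/598 nm) was read after 20 min.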
# Cycloheximide cs: affects cycloheximide protein synthesis inhibition readout, counter-screen; max response, %; 300,000 tested, 12% active; AID 2314; cell reporter, cycloheximide protein synthesis inhibition counterscreen; in the data active = max response mostly above about 13%, no sharp cut-off; inactive = mostly below about 14%; note: read at 38.3 µM for the half of the compounds with a filed dose; 0% is about no effect
# Pf growth 96h: P. falciparum growth inhibition at 96 hour, primary screen for plastid delayed-death inhibitors; AID 504834; P. falciparum luciferase reporter growth, 96 h; Potency, µM (top dose mostly 28.7 µM), inactives show at the highest dose activity change, negative = inhibition, actives largely listed as inhibitors; 320,000 tested, 6.9% active; note: potency is the fitted concentration of half-maximal effect; % is set by controls: 0 for no effect and ±100 for the full control effect
#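 96 h incubation, 37 C, 5% CO2, of luciferase-reporter P. falciparum-infected RBCs (2% hematocrit, 0.05% parasitemia final) with test compounds; endpoint luminescence.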
# Pf growth 48h: inhibits P. falciparum growth in the first generation, 48 h; AID 504832; P. falciparum luciferase growth in erythrocytes, 48 h; 310,000 tested, 5.9% active; Potency, µM (series often up to 28.7 µM), without a hit: top-dose activity change, negative = inhibition, hits mostly inhibitors; note: potency is the fitted concentration of half-maximal effect; % is set by controls: 0 for no effect and ±100 for the full control effect
#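 Luciferase-expressing parasites in RBCs, 2% Hct / 0.1% parasitemia final; RPMI 1640 + 0.5% Albumax; 37 C, 5% CO2, one generation; luminescence read-out, lower signal = inhibition.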
# HCV inh: HCV inhibition. Potency, µM (doses to about 41.8 µM), for the others: at the top dose activity change, negative = inhibition, actives largely listed as inhibitors. Huh7.5.1 HCVcc-Cre infection, luciferase reporter, 44 h. 340,000 tested, 3.4% active. AID 651820; note: potency is the fitted concentration of half-maximal effect; % is set by controls: 0 for no effect and ±100 for the full control effect
#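 HCVcc-Cre virus at an moi near 0.5 was added right after compound to cells cultured 4 h from seeding (1,000 cells/well). Luciferase activity was determined 44 h later, 15 min after substrate addition at RT.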
# * marks the source's active call; other numbers are inactive results; ? = inconclusive; / = not tested or not shown; & = joins results of further samples; [ ] = dose if it differs, or a comment. Unless noted, calls come from the whole dose curve; as a rule, active = well fitted curve in the direction sought with a large enough effect; inconclusive = small, poorly fitted or top-dose-only effect, or another doubt; inactive = no such curve, though single readings can be large; an effect the other way counts as inactive or inconclusive.
SMILES,Shiga inhibitor,FBPA Giardia inh,Cycloheximide cs,Pf growth 96h,Pf growth 48h,HCV inh
CCN(Cc1ccc(N(C)C)cc1)C(C)C(=O)Nc1ccc(S(=O)(=O)N2CCCC2)cc1 (stereo not drawn),/,/,/,-19%,-7%,?
Cc1ccc(CSc2nc3nc(C)cc(C)n3n2)cc1,29,1%,3,11%,16%,-5%
O=C(NC12CC3CC(CC(C3)C1)C2)c1cc([N+](=O)[O-])ccc1Cl,/,15%,-3,?,?,?
COc1ccc(C(=O)C(Cc2cc(C(C)=O)ccc2OC)N2CCCC2)cc1 (stereo not drawn),-1,0%,1,?,?,-20%
CC(=O)N1CCC2(CC1)CC(=O)c1cc(OCC(=O)NCc3ccco3)ccc1O2,-8,3%,-2,50%[activator],-2%,10%
COc1ccc(C(C)(C)C)cc1NC(=O)CSc1ncn[nH]1,/,/,/,?,?,?
COc1cccc(NC(=O)COc2cccc(-n3cnnn3)c2)c1,-3,0%,-1,35%[activator],-1%,-7%
CCN(c1cccc(C)c1)S(=O)(=O)c1ccc2c(c1)oc(=O)n2C,-6,14%,-4,?,-21%,3%
CC(=O)Nc1ccc(S(=O)(=O)NCCc2ccccn2)cc1,2,4%,-1,-3%,13%,-3%
Cc1ccc(C(C)C)c(OCc2ccc(C(=O)N/N=C/c3ccc(O)c(O)c3)cc2)c1,59*,?,14*,?,?,?
CCCCn1c(N)c(N(CCOC)C(=O)CSCc2cccc(C)c2)c(=O)[nH]c1=O,/,/,/,-10%,-7%,32%[activator]
COC(=O)[C@@]1(Cc2ccc(OC)cc2)[C@H]2c3cc(C(=O)N(C)C)n(C[C@H](O)CO)c3C[C@H]2CN1C(=O)c1ccccc1,-2,0%&7%,-3,8.3µM*,?,3%[8.37 µM]
Cc1ccnc(N2CCC(C(=O)Nc3ccc(Oc4ccccc4)cc3)CC2)n1,-4,4%,-4,14%[5.75 µM],-4%,-13%
CC(C)NS(=O)(=O)c1ccc(OCC(=O)N2CCN(Cc3ccc4c(c3)OCO4)CC2)c(Cl)c1,-7,6%,-2,/,?,11µM*
COc1ccc(NC(=O)/C(=C\c2ccc3c(c2)OCO3)NC(C)=O)cc1,67*,2%,59*,-29%,40%[activator],-3%
Cc1ccc(S(=O)(=O)N(c2cccc(C(F)(F)F)c2)C2C=CS(=O)(=O)C2)cc1 (stereo not drawn),-11,2%,-5,17µM*,/,10µM*
CC(=O)Oc1cc2c(C(C)=O)coc2c2ccccc12,8,2%,5,/,24%,?
COc1ccc(-c2nnc(SCC(=O)NCCc3ccc(S(N)(=O)=O)cc3)o2)cc1OC,-5,-1%,-1,4%,-11%,0%
Cc1ccc(N2C(=O)c3ccccc3C2Nc2ccc(S(=O)(=O)N3CCCCC3)cc2)nc1 (stereo not drawn),-12,-14%,-6,10%,/,?
S=C(Nc1ccc(Br)cc1Cl)N1CCC2(CC1)OCCO2,76*,1%,20*,12%,14%,-9%
Cn1nc(C(=O)N2CCCCC2)c2c1-c1ccccc1S(=O)(=O)C2,1,5%,9,28%,24%,7%
O=C(CSc1n[nH]c(-c2ccncc2)n1)NC1CCS(=O)(=O)C1 (stereo not drawn),-2,-9%,0,31%[activator],/,15%
O=[N+]([O-])c1cc(/C=N/O)ccc1SCc1ccccc1,21,1%,13,0%,31%[activator],-6%
COc1ccc(CC(=O)N/N=C(\C)CC(=O)NCc2ccco2)cc1OC,-14,-12%,-2,15%,4%,3%
Cc1c(NS(=O)(=O)c2ccccc2)c(=O)n(-c2ccccc2)n1C,-4,-4%,-4,0%,9%,12%
# Next section
SMILES,Shiga inhibitor,FBPA Giardia inh,Cycloheximide cs,Pf growth 96h,Pf growth 48h,HCV inh
O=C(NC(=O)N1CCN(c2ccc([N+](=O)[O-])cn2)CC1)c1ccccc1F,-21,0%,-2,-19%,?,16%
Cc1nc(-c2noc(-c3cccc(Cl)c3)n2)c(C(F)(F)F)o1,18,0%,5,54%[activator],34%[activator],-5%
CCOc1ccc2[nH]c(=O)c(CN(Cc3ccc(F)cc3)C(=O)c3ccco3)cc2c1,-10,-1%,0,/,-10%,-68%
O=S(=O)(c1ccc2ccccc2c1)N1CCN(C2CCN(Cc3ccccc3)CC2)CC1,-14,?,-3,1%,?,22µM*
COc1ccc(-c2cc(C(=O)NCCCN3CCOCC3)no2)cc1,20,-4%,3,23%,1%,-3%
Cc1ccc2c(C)nc(Nc3nc(CSc4nnc(C)s4)cc(=O)[nH]3)nc2c1,-14,0%,-3,?,?,?
Cc1ccc(C(=O)OCC(=O)NC2CCCc3ccccc32)o1 (stereo not drawn),/,/,/,-25%,-16%,4%
COc1cc(/C=C/C2=NNC(=O)CC2)cc(OC)c1OC,12,4%,-1,16%,1%[0.00184 µM],7%
COc1ccc(CNC(=O)c2nc(S(=O)(=O)Cc3ccccc3)ncc2Cl)cc1,15,/,29*,44%[activator],25%,?
COc1cc2c(cc1OC)C(c1cccc(F)c1)CC(=O)N2 (stereo not drawn),-8,4%,-1,-38%,-8%,-21%
Cc1ccc2cc(CCNC(=O)CCCc3ccccc3)c(=O)[nH]c2c1C,-7,/,-1,?,-3%,0%
O=C(NC(=S)Nn1cnnc1)c1ccccc1,/,/,/,71%[activator],39%[activator],26%
C[C@@]12CCc3occc3[C@H]1CC[C@@]13C[C@@H](CC[C@H]12)[C@@](O)(CO)C3,-5,2%,-9,/,/,/
O=C(COC(=O)C1CCN(/C=C/C(=O)C(F)(F)F)CC1)Nc1ccccc1,-8,1%,-8,-17%,-15%,4%
CCCNS(=O)(=O)c1ccc(OCC(=O)N(C)Cc2ccccc2)cc1,11,7%,0,-10%,-13%,-15%
CC(=O)N1CCc2cc(S(=O)(=O)NC(Cc3ccccc3)C(=O)O)ccc21 (stereo not drawn),6,/,-1,17µM*,16%,16%
COCCCNC(=O)CSc1nc2c(sc3ccccc32)c(=O)n1CCCC(=O)NCC1CCCO1 (stereo not drawn),20,1%,-1,0%,-7%,-2%
O=c1cc(-c2ccc(O)cc2)oc2cc(OC3OC(CO)C(O)C(O)C3O)c(C3OC(CO)C(O)C(O)C3O)c(O)c12 (stereo not drawn),-3,1%,1,/,/,/
CN(C)CCCN=Cc1c(O)n(CCc2ccccc2)c(=O)[nH]c1=O,-20,0%,-2,/,-4%,-2%
CCc1ccc(C(=O)NNc2ccc(F)cc2)cc1,41*,5%,14,33%[activator],45%[activator],-15%
CC1(C)CC(NC(=O)COc2ccc(Cl)cc2Cl)CC(C)(C)N1,-14,-6%,-5,33%[activator],19%,?
CCCCCc1nc2c(c(=O)c3ccccc3n2C)c(=O)n1C1CCCCCC1,-10,6%,-5,12µM*,?,?
CNS(=O)(=O)c1cccc(C(=O)OCC(=O)c2ccc3c(c2)OCCO3)c1,/,/,/,9%,?,20%
CN(CC(=O)Nc1cccc(F)c1)C(=O)/C=C/c1cn(Cc2ccccc2)nc1-c1cccnc1,/,/,/,10µM*,?,?
Cc1cccc(C(C)C)c1NC(=O)COC(=O)CN1C(=O)C2CC=CCC2C1=O (stereo not drawn),/,/,/,24%,?,13%

# A second format for some results above:
O=S(=O)(c1ccc2ccccc2c1)N1CCN(C2CCN(Cc3ccccc3)CC2)CC1
  Shiga inhibitor = -14; FBPA Giardia inh = ?; Cycloheximide cs = -3; Pf growth 96h = 1%; Pf growth 48h = ?; HCV inh = 22µM*

COc1ccc(-c2cc(C(=O)NCCCN3CCOCC3)no2)cc1
  Shiga inhibitor = 20; FBPA Giardia inh = -4%; Cycloheximide cs = 3; Pf growth 96h = 23%; Pf growth 48h = 1%; HCV inh = -3%

Cc1ccc2c(C)nc(Nc3nc(CSc4nnc(C)s4)cc(=O)[nH]3)nc2c1
  Shiga inhibitor = -14; FBPA Giardia inh = 0%; Cycloheximide cs = -3; Pf growth 96h = ?; Pf growth 48h = ?; HCV inh = ?

Cc1ccc(C(=O)OCC(=O)NC2CCCc3ccccc32)o1 (stereo not drawn)
  Shiga inhibitor = /; FBPA Giardia inh = /; Cycloheximide cs = /; Pf growth 96h = -25%; Pf growth 48h = -16%; HCV inh = 4%

# Continued:
SMILES,Shiga inhibitor,FBPA Giardia inh,Cycloheximide cs,Pf growth 96h,Pf growth 48h,HCV inh
COCCn1c(N)c(N(Cc2ccccc2)C(=O)c2oc3ccccc3c2C)c(=O)[nH]c1=O,32,2%,5,?,?,14%
CCC(C)NC(=O)CSc1nnc(-c2ccoc2C)n1CC1CCCO1 (stereo not drawn),-14,-2%,-4,?,-4%,22%
N#CCC(=N)N1CCN(c2ccc(F)cc2)CC1,17,-6%,-1,0%,-28%,?
COCCNC(=O)C(c1cccc(OC)c1)N(C(=O)Cn1nnc2ccccc21)c1cccnc1 (stereo not drawn),25,1%,1,-21%,/,1%
CCOCCCNC(=O)c1ccc2c(c1)ncn2-c1ccccc1OC,-3,2%,-1,10%,?,1%
O=C(c1cccs1)N(CCN1CCCCC1)CC1CCCN(C2CCCC2)C1 (stereo not drawn),53*,0%,36*,?,-5%,?
O=C(CSc1ccccc1)N1CCN(c2ccccc2)CC1,85*,-2%,17,?,14%,-2%
COc1cccc(N=Nc2ccc(O)c3ncccc23)c1,89*,?,13*,?,?,6.3µM*
O=C(c1cccc(F)c1)N1CCCC(C(=O)N2CCCCCC2)C1 (stereo not drawn),-4,-6%,-8,-12%,-21%,12%
COc1ccc2c(c1)C(C)=CC(C)(C)N2C(=O)CNCc1ccc2c(c1)OCO2,-18,-26%,-6,43%[activator],?,?
O=C(NNc1ccccc1C(F)(F)F)c1cccs1,-8,1%,10,22%,54%[activator],18%
CCN1CCc2c(sc(NC(=S)NC(=O)c3ccco3)c2C(N)=O)C1,16,?,14*,31%[activator],-9%,11%
Nc1nnc(SC2CC(=O)N(c3ccccc3)C2=O)s1 (stereo not drawn),2,-7%,-2,2%,/,13%
O=C(c1cc(Cl)nc2ccccc12)N1CCCCC1,-6,2%,-2,13%,?,7%
CC1CNCCN1S(=O)(=O)c1cccc2cnccc12 (stereo not drawn),2,5%&1%,-2,-24%&-2%,?,?
COc1ccc(C2C(C(N)=O)=C(C)Nc3nc(CCCO)nn32)cc1OC (stereo not drawn),-10,-3%,-7,-13%,-1%,9%
Nn1c(SCC(=O)Nc2ccccc2)nnc1C1CCCCC1,/,/,/,-12%,4%,4%
O=C(c1ccco1)N1CCN(C(=O)c2snc3ccc(Cl)cc23)CC1,-8,1%,2,?,-14%,-6%
Cc1cc(C(=O)Nc2ccc(Cl)cc2)n(-c2ccccc2)n1,31,18%,19*,?,21%,-2%
Cc1sc(NC(=O)COc2cccc(-n3cnnn3)c2)c(C#N)c1C,75*,7%,2,7%,5%,-23%
COc1ccc(NC(=O)C2Cc3cccc(OC)c3O/C2=N\O)cc1 (stereo not drawn),2,11%,-2,0%,-15%,?
COc1ccc(CC(=O)OCC(=O)Nc2ccc(Cl)cn2)cc1,-12,0%,2,6%,/,14%
c1ccc(-c2nc3nc4ccccc4nc3n2Cc2ccco2)cc1,137*,-14%,82*,-3%,-35%,-17%
COc1cccc(OC)c1OCCCCN1CCCCC1,-6,-30%,-4,13µM*,?,5%
C(=C\n1nnc2ccccc21)/c1ccccn1,/,/,/,92%[activator],103%[activator],7%
Cn1cc(CCNC(=O)C2CCC(=O)N(CCc3ccc(Cl)cc3)C2)cn1 (stereo not drawn),-10,-3%,2,-21%,22%,19%
COc1ccc(NC(=O)Nc2ccc3c(c2)OCO3)c(C)c1,82*,/,66*,15%,54%[activator],-24%
Cc1ccc(N(CC(=O)Nc2ccccc2-c2ccccc2)S(=O)(=O)c2ccccc2)c(C)c1,-3,2%,-1,?,12µM*,-22%
CN(C(=O)CCNC(=O)Cn1cnc2ccccc2c1=O)c1ccccc1F,17,/,1,0%,28%,15%

# An unsorted share of the library. About 24% of those tested had a hit in this group.
